Autophagy mod = autophagy modulation, high-content screen. actives 0.98% (n = 190,000). calls only at 10 µM (by protocol). AID 463193. MEF GFP-LC3 puncta imaging; test concentration mostly 10 µM;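 active means percentage of spot-positive cells more than 3 SD above its plate mean, without a fluorescence outlier flag or 80% toxicity; inconclusive means no clear call, values can overlap the other calls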;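 further: spot-positive cell cutoff set from DMSO-treated cells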
bCat nuc transl = alters nuclear translocation of beta-catenin in HeLa cells; nuclear translocation activity, % at 5 µM; immunofluorescence imaging; actives 0.3% (n = 190,000);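 active means nuclear translocation activity above 50% at 5 µM, with a well cell count of 50 or more; inconclusive means wells under 50 cells across six images, flagged as toxic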;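 further: per-cell ratio of nuclear to cytoplasmic median beta-catenin stain intensity; plate controls were DMSO negative control for no effect and GSK-3 inhibitor IX positive control for full effect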
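Test system: human HeLa cells, endogenous beta-catenin. Times: 24 h compound exposure, 37°C. Measured by: beta-catenin immunofluorescence imaging with DAPI.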
Myeloid diff MLP = myeloid differentiation induction; ER-HoxA9 myeloid progenitors, lysozyme-GFP differentiation, flow cytometry; actives 1% (n = 360,000); calls only at 10 µM;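 active means normalized GFP-positive differentiation at or above the plate's own cutoff, the solvent-only control mean plus 3 SD; inconclusive means no clear call, values can overlap the other calls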;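 further: cells exposed to compound for four days before flow analysis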
Lipid droplet = hepatic lipid droplet formation modulation | inhibition, % at 6.5 µM | AML12 mouse hepatocytes, oleate lipid droplets, BODIPY imaging | actives 0.4% (n = 240,000) | AID 1656;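 active means lipid droplet intensity inhibited by at least 50%, with more than 500 cells counted; inconclusive means wells with under 300 cells, treated as cytotoxic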
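Technique: fluorescence imaging, 20x objective, two fields per well / Assay system: AML12 hepatocytes (mouse) / Measure: % inhibition of lipid droplet signal / Doses: 6.5 µM single-point dosing / Incubation: overnight exposure / Reagent: 100 µM oleic acid challenge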
WT yeast gro inh = growth inhibition of WT yeast, mitochondrial fusion screen; mitochondrial fusion phenotypic screen, WT strain; inhibition, % at 10 µM; actives 2.1% (n = 190,000); AID 1362; in the data active means inhibition above about 58%; tested in S. cerevisiae
T cell modulator = T cell immune modulation candidate; actives 0.068% (n = 330,000); AID 2052; 2C CD8+ T cell-vesicle binding, flow cytometry; hits give low values; calls only at 7 µM;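 active means response, share of CD8 T cells binding vesicles, and their 90th percentile fluorescence all below set limits, cut at about 80% in these data, passing the limit was not always enough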
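incubation = binding step 1.5 h, 37 °C, antibody labelling 20 min, ice | test system = 2C mouse CD8+ T cells | read-out basis = percent CD8+ FL2 mean versus row control | controls = Peptide-free naked vesicles (low) and QL9 vesicles with 0.7% DMSO vehicle (high) | detection = flow cytometry of vesicle-bound cells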
MT stabilizer = microtubule stabilizers in HeLa cells; AID 2205; actives 0.83% (n = 200,000); % tubulin-high responders, % at 10 µM; HeLa tubulin immunostaining HCS, 24 h; share of cells brighter than vehicle mean+2SD;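 active means plate Z-score above 3 for both tubulin-high and condensed-nucleus cell shares, with cell loss under 80%, at 10 µM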;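 further: anti alpha tubulin signal scored within the nucleus-defined area of each cell; some results filed as inactive read as strong as hits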
Ins promoter up = MIN6 insulin promoter up-regulation; MIN6 insulin promoter-GFP reporter, high-content imaging; hits give high values; z-score at 5 µM; actives 0.3% (n = 190,000);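 active means z-score above 3 at 5 µM with at least 500 cells counted in the well; inconclusive means wells under 500 cells, flagged as cytotoxic or low count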
West Nile antiviral = inhibition of WNV-induced cytopathic effect – cell-based, CPE readout (AID 1621). actives 0.02% (n = 290,000). West Nile virus-infected cells, CPE inhibition; higher % means a stronger effect. CPE inhibition, % at 10 µM, or IC50 in µM where a hit was titrated; in the data active means a potency from the dose series; inconclusive means CPE inhibition mostly from about 3.7% at the one dose, without a potency; inactive means the rest, 99 in 100 with CPE inhibition below about 2.2%; further: strong numbers were not always called active
WT yeast gro inh mutant strain = recorded beside WT yeast gro inh, whose call it bears; inhibition, %; mitochondrial fusion phenotypic screen, mutant strain inhibition
Ins promoter up cell count = recorded beside Ins promoter up, whose call it bears; cell count; measured here: cytotoxicity, nuclei count;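 total cells summed across four imaged fields per well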
Lipid droplet cells 6.5 µM = second read-out of Lipid droplet, no call of its own (marks repeat the call); cell count; measured here: cell count, cytotoxicity flag;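 cells counted across two imaged fields per well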
bCat nuc transl cell count 5 µM = also measured in bCat nuc transl; calls as there; cell count; measured here: cell count, cytotoxicity flag
T cell modulator vesicle-bound % = second read-out of T cell modulator, no call of its own (marks repeat the call); double positive events, %; measured here: CD8+ vesicle-bound cell fraction;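 binding gate set so that unloaded-vesicle control wells show 10% double positive cells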
MT stabilizer Hoechst-high % = also measured in MT stabilizer; calls as there; % Hoechst-high responders; measured here: nuclear condensation Hoechst responders;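 share of cells brighter than vehicle mean plus two SD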
MT stabilizer cytotoxicity % = second read-out of MT stabilizer, no call of its own (marks repeat the call); toxicity, %; measured here: cytotoxicity by cell density;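 0% = mean cell density of plate MIN control wells and 100% = no cells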
Autophagy mod cell loss 18 h = further read-out of Autophagy mod, marked with its call; toxicity, %; measured here: cell loss, nuclei count;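 cell loss after 18 h compound exposure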
Myeloid diff MLP GFP+ MAC1+ % = further read-out of Myeloid diff MLP, marked with its call; GFP+ MAC1+ double positive, %; measured here: differentiation confirmed by MAC1 staining
An asterisk follows results filed as active; i = inactive; ? = inconclusive; . = not tested or not shown; + = active, no number; & = joins results of further samples. Outcome played no part in choosing rows; about 3.9% have a hit in one of these screens.

Results follow in this order: WT yeast gro inh mutant strain, Myeloid diff MLP, Ins promoter up cell count, MT stabilizer cytotoxicity %, T cell modulator vesicle-bound %, bCat nuc transl cell count 5 µM, Ins promoter up, Autophagy mod cell loss 18 h, MT stabilizer, MT stabilizer Hoechst-high %, bCat nuc transl, WT yeast gro inh, West Nile antiviral, Lipid droplet, Lipid droplet cells 6.5 µM, Autophagy mod, T cell modulator, Myeloid diff MLP GFP+ MAC1+ %
CN(Cc1cccs1)C(=O)COc1cccc(-n2cnnn2)c1
  10, i, 1120, 0.2, 20, 825, 0.3, 4, 5.4, 2.4, -1.2, -16, -0.5%, ., ., i, i, 1.0
CCOc1cccc(C(=O)NC(=S)Nc2ccc(N3CCN(CC)CC3)cc2)c1
  12, i, 1386, 3.7, 44, 1485, -0.77, 11, 4.4, 1.7, -0.1, 3, -1.4%, 13, 702, i, i, 0.1
CC(=O)C1=C(S(=O)(=O)c2ccc(C)cc2)CS(=O)(=O)C1
  5, i, 1511, 16, ., 1514, -0.4, 2, 0.6, 2.8, 0.3, 3, 0.6%, -5, 721, i, ., 0.1
N#CC[C@H](Cc1ccccc1)N1CC[C@@H](O)CCC1=O
  ., i, ., ., 9, ., ., ., ., ., ., ., -0.4%, -1, 819, ., i, 0.7
Cc1ccc(C(=O)N/C(=C\c2cn(S(=O)(=O)N(C)C)c3ccccc23)C(=O)NCCCn2ccnc2)cc1
  ., i, ., ., 10, ., ., ., ., ., ., ., 0.0%, -3, 715, ., i, 0.8
CCn1cc(C(=O)NCCCN2CC(C)CC(C)C2)c2cc(OC)c(OC)cc2c1=O (stereo not drawn)
  -1, i, ., 25, 9, ., ., 4, 2.3, 2.8, ., 7, -0.6%, -24, 698, i, i, 1.3
COc1ccc(/C=C2\SC(=S)N(CCCC(=O)Nc3cccc(C(=O)O)c3)C2=O)cc1OC
  ., i, ., ., 19, ., ., ., ., ., ., ., -0.2%, 4, 710, ., i, 1.9
Cc1ccc(-c2cn(-c3ccccc3)c3[n+]2CCCS3)cc1
  15&-17, i, ., 6.5&9.2, 21&12, 558, ?, -1&-9, 2.6&2.8, 1.3&2.1, -1.7, 14&-15, -0.2%&-1.1%, -100&-68, 612&593, i, i, 2.8&1.6
COc1ccc(-c2csc3ncnc(N4CCN(S(=O)(=O)c5ccccc5C#N)CC4)c23)cc1
  ., i, ., ., 8, ., ., ., ., ., ., ., -0.6%, -20, 794, ., i, 1.7
CC(C)CC(=O)Nc1ccccc1N1CCN(C(=O)c2ccccc2)CC1
  3, i, ., 2.6, 43, ., ., -5, 2.4, 0.9, ., -17, ., -21, 765, i, i, 2.7
COc1ccc(/C=N/NC(=O)c2cc(Br)ccc2O)cc1Cn1cc(Cl)cn1
  -8, i, 1119, 3.9, 22, 980, 0.15, 2, 0.8, 2.1, 0.8, 22, 0.9%, -4, 667, i, i, 0.2
COc1ccc(N(C(=O)c2ccc(C)cc2)S(=O)(=O)c2cccs2)cc1
  75, i, 1388, 2.9, 30, 929, -0.03, -6, 2.5, 3.6, 0.9, 71, -0.3%, 12, 648, i, i, 0.4
Cc1ccc(S(=O)(=O)NCC(=O)N2CCOCC2)cc1
  5, i, 813, 4.8, 56, 1160, -0.2, -6, 3.2, 2.6, 4.9, 9, 0.2%, ., ., i, i, 1.2
c1ccc(N2CCN(c3ccccc3)C2c2cccs2)cc1
  -13, i, ., 5.7, 36, 1031, ., -8, 5.7, 3.2, -0.9, 2, 0.5%, 12, 760, i, i, 2.3
CCCCCCSc1nnc(-c2cnn(-c3ccccc3)c2-n2cccc2)n1C
  20, i, 946, 6.9, 45, 1093, 0.21, -1, 1.7, 0.9, -2.3, 53, 0.6%, -16, 769, i, i, 1.6
CCOC(=O)C1=NN(C(=O)COc2ccccc2)C(O)(c2ccc(Cl)cc2)C1 (stereo not drawn)
  -2, i, 1596, 8.5, 13, 957, 0.28, 1, 3.1, 2.0, -1.7, -2, 0.0%, -6, 749, i, i, 0.8
Cc1ccc(C)c(S(=O)(=O)N2CCN(Cc3ccc(O)c4ncccc34)CC2)c1
  8, ?, 1103, 17, 24, 1027, -1.9, 24, 5.1, 3.9, -3.5, -25, ?, -8, 636, i, i, .
O=C1CCCCN1CCCC(=O)N1CCCC(Nc2ccccc2)C1 (stereo not drawn)
  ., ?, ., ., 5, ., ., ., ., ., ., ., -0.1%, 1, 869, ., i, .
CC(NC(=O)CSc1nc2ccc(N)cc2s1)c1ccccc1 (stereo not drawn)
  -60, i, 1641, 8.9, 15, 817, -0.35, 2, 2.6, 3.0, 2.2, -29, 0.9%, -1, 735, i, i, 0.5
O=C(NCc1ccccc1)c1ccc(NC2=NC3CS(=O)(=O)CC3S2)cc1 (stereo not drawn)
  ., i, ., ., 18, ., ., ., ., ., ., ., -0.1%, -3, 715, ., i, 0.3
O=C(CCC1CCCCC1)NCCN1C2=NC[C@H](Cc3ccccc3)N2C[C@H]1Cc1ccc(O)cc1
  14, i, 1364, 12, 37, 1165, -0.06, 4, 3.5, 1.5, -0.8, -2, -0.8%, -12, 700, i, i, 1.4
CCC1(C)Cc2ccccc2-c2nc3n(c(=O)c21)CC(C(=O)O)S3 (stereo not drawn)
  9, i, 1392, 9.0, 27, 940, 0.91, -4, 5.4, 2.6, -6.6, 1, -0.1%, ., ., i, i, 1.0
COc1ccc(CCC(C)N(C)Cc2ccccc2)cc1 (stereo not drawn)
  ., i, ., ., 60, ., ., ., ., ., ., ., -1.0%, 3, 833, ., i, 0.2
COC(=O)N/N=C\c1c(C)[nH]n(-c2ccccc2)c1=O
  12, i, 1469, 1.9, 39, 1021, 0.11, 21, 3.9, 1.2, -0.9, 2, 1.8%, -1, 724, i, i, 0.2
Cc1nc2cc(OCc3cc(C(=O)NC(C)c4cnn(C)c4)no3)ccc2s1 (stereo not drawn)
  ., i, ., ., 29, ., ., ., ., ., ., ., -0.7%, 25, 728, ., i, 0.8
Cc1nn(C)c2nc(-c3cccs3)cc(C(F)(F)F)c12
  5, i, 1515, 7.7, 25, 988, 0.08, 12, 3.8, 1.7, 0.0, 11, -0.1%, -25, 706, i, i, 0.1
CCCN(C(=S)Nc1ccccc1)C1CCS(=O)(=O)C1 (stereo not drawn)
  10, i, 1530, 0.3, 32, 1313, -0.13, 3, 1.3, 1.1, 1.5, 12, 0.0%, ., ., i, i, 0.6
CCN1CCN(C(=O)CS(=O)(=O)Cc2nc(-c3ccc(C)cc3)oc2C)CC1
  8, i, 1600, 9.3, 30, 1010, -1.3, 3, 2.3, 3.0, 4.8, 14, -0.3%, 18, 673, i, i, 1.5
Cc1cc(C)n2nc(-c3ccsc3-n3c(C)ccc3C)cc2n1
  13, +, 1549, 8.6, 33, 1353, 0.12, 6, 1.5, 1.4, 0.1, 7, 0.9%, ., ., i, i, 1.8*
O=C(CS(=O)(=O)Cc1ccccc1)Nc1ncccn1
  -9, i, 1298, 3.4, 33, ., 0.17, -1, 2.2, 1.9, ., -3, 0.9%, -5, 684, i, i, 1.4
C/C(CCC(C)C)=N\Nc1cc(C)c2ccccc2n1
  19, i, 1217, 11, 45, 987, 0.08, -7, 4.3, 1.5, -1.1, 11, -0.8%, -3, 693, i, i, 0.4
C=CCN1CC2CC3(COc4cc(C)cc(C)c4)C=CC2(O3)C1=O (stereo not drawn)
  4, i, ., 9.3, 40, 959, ., -6, 5.1, 3.8, -2.3, 28, -0.2%, ., ., i, i, 0.9

In a second layout: results already given
| smiles | WT yeast gro inh mutant strain | Myeloid diff MLP | Ins promoter up cell count | MT stabilizer cytotoxicity % | T cell modulator vesicle-bound % | bCat nuc transl cell count 5 µM | Ins promoter up | Autophagy mod cell loss 18 h | MT stabilizer | MT stabilizer Hoechst-high % | bCat nuc transl | WT yeast gro inh | West Nile antiviral | Lipid droplet | Lipid droplet cells 6.5 µM | Autophagy mod | T cell modulator | Myeloid diff MLP GFP+ MAC1+ % |
| --- | --- | --- | --- | --- | --- | --- | --- | --- | --- | --- | --- | --- | --- | --- | --- | --- | --- | --- |
| C/C(CCC(C)C)=N\Nc1cc(C)c2ccccc2n1 | 19 | i | 1217 | 11 | 45 | 987 | 0.08 | -7 | 4.3 | 1.5 | -1.1 | 11 | -0.8% | -3 | 693 | i | i | 0.4 |
| COc1ccc(N(C(=O)c2ccc(C)cc2)S(=O)(=O)c2cccs2)cc1 | 75 | i | 1388 | 2.9 | 30 | 929 | -0.03 | -6 | 2.5 | 3.6 | 0.9 | 71 | -0.3% | 12 | 648 | i | i | 0.4 |

Part of the list above, with each value named.
CCC1(C)Cc2ccccc2-c2nc3n(c(=O)c21)CC(C(=O)O)S3 (stereo not drawn)
  WT yeast gro inh mutant strain = 9
  Myeloid diff MLP = i
  Ins promoter up cell count = 1392
  MT stabilizer cytotoxicity % = 9.0
  T cell modulator vesicle-bound % = 27
  bCat nuc transl cell count 5 µM = 940
  Ins promoter up = 0.91
  Autophagy mod cell loss 18 h = -4
  MT stabilizer = 5.4
  MT stabilizer Hoechst-high % = 2.6
  bCat nuc transl = -6.6
  WT yeast gro inh = 1
  West Nile antiviral = -0.1%
  Lipid droplet = .
  Lipid droplet cells 6.5 µM = .
  Autophagy mod = i
  T cell modulator = i
  Myeloid diff MLP GFP+ MAC1+ % = 1.0

COc1ccc(CCC(C)N(C)Cc2ccccc2)cc1 (stereo not drawn)
  WT yeast gro inh mutant strain = .
  Myeloid diff MLP = i
  Ins promoter up cell count = .
  MT stabilizer cytotoxicity % = .
  T cell modulator vesicle-bound % = 60
  bCat nuc transl cell count 5 µM = .
  Ins promoter up = .
  Autophagy mod cell loss 18 h = .
  MT stabilizer = .
  MT stabilizer Hoechst-high % = .
  bCat nuc transl = .
  WT yeast gro inh = .
  West Nile antiviral = -1.0%
  Lipid droplet = 3
  Lipid droplet cells 6.5 µM = 833
  Autophagy mod = .
  T cell modulator = i
  Myeloid diff MLP GFP+ MAC1+ % = 0.2

Screening results deposited in PubChem BioAssay by several laboratories.
